High-throughput results (PubChem)
AmpC inh detg = blocks E. coli AmpC beta-lactamase in detergent assay; P00811; AmpC hydrolysis of nitrocefin, absorbance 480 nm, 0.01% Triton; Potency, µM (series often up to 114 µM), without a hit: at the top dose activity change, negative = inhibition, hits mostly inhibitors; 370,000 tested, 0.041% active;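 also: potency is read from the fitted curve at half-maximal effect; 0% = no-compound wells and -100% = no-enzyme wells; nearly all actives have a fitted effect of over 25% in size; some results filed as inactive show a strong effect at the top dose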
Target sequence (P00811 whole entry, looked up): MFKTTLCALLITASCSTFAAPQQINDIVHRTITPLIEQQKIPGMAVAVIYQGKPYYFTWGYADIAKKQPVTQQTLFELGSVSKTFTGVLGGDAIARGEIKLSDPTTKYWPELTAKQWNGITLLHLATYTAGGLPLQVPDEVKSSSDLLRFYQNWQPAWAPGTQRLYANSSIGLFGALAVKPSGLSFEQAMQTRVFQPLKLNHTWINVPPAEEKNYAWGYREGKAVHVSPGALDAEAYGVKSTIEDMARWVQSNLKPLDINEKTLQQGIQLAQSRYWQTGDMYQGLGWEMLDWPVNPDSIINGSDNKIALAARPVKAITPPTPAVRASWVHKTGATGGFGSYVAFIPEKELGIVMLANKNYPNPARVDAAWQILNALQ
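20 mM phosphate pH 7.0 + 0.01% (detergent screen) or 0.0001% Triton X-100; 5.3 nM AmpC reagent; cpd preinc 15 min RT; nitrocefin (800 uM stock) to start; A480 q20 s × 4 min; Activity was normalised to no-enzyme and no-compound control wells.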
Sm TGR inh = S. mansoni TGR enzyme inhibition; Q962Y6; purified TGR, DTNB reduction, TNB absorbance 405 nm; Potency, µM (highest dose often 114 µM), without a hit: at the highest dose activity change, negative = inhibition, actives largely listed as inhibitors; 360,000 tested, 3% active; also: potency is read from the fitted curve at half-maximal effect; nearly all actives have a fitted effect of over 60% in size
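First, TGR (20 nM dispensed) and NADPH were mixed with compound. Second, a 15 min room-temperature incubation followed. Third, further NADPH and then DTNB were added to start the reaction. Finally, TNB absorbance was monitored kinetically.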
HCMV inh = blocks human cytomegalovirus replication. HFF cells, HCMV-luciferase reporter, 72 h; hits give low values. activity change, negative = inhibition, % at 57.5 µM. 410,000 tested, 4.5% active. AID 1259415; in the data active = activity change below about -60%; inconclusive = no clear call, values can overlap the other calls; inactive = above about -39%
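Two-dose cell screen: HFF monolayers treated with compounds and infected with luciferase-expressing HCMV at 1 PFU/cell, 72 h at 37C, then lysed for luciferase measurement.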
AMA1 RON2 block = inhibitors of Plasmodium falciparum AMA1-RON2 interaction; Potency, µM (top dose mostly 58.2 µM), without a hit: at the highest dose activity change, negative = inhibition, hits mostly inhibitors; 360,000 tested, 0.2% active; AID 720542; AlphaScreen AMA1-biotinylated RON2 peptide binding;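 also: potency is read from the fitted curve at half-maximal effect; 0% = vehicle wells and -100% = peptide control; nearly all actives have a fitted effect of over 45% in size; some results filed as inactive show a strong effect at the top dose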
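AMA1 (3D7) with his tag at 25 nM final met compounds first, then biotinylated RON2 peptide at 25 nM; detection used donor plus acceptor beads, 10 µg/mL apiece, read by AlphaScreen after 30 min at room temperature.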
AmpC inh no detg = AmpC beta-lactamase inhibition without detergent; AmpC nitrocefin hydrolysis, absorbance 480 nm, 0.0001% Triton; Potency, µM (doses to about 57.1 µM), without a hit: at the highest dose activity change, negative = inhibition, most hits filed as inhibitors; 330,000 tested, 0.52% active; AID 485341;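 also: potency is read from the fitted curve at half-maximal effect; plate controls were no compound for no effect and no enzyme for full effect; nearly all actives have a fitted effect of over 20% in size; some results filed as inactive show a strong effect at the top dose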
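AmpC (5.3 nM in the dispensed reagent) in 20 mM phosphate pH 7.0 with 0.01% (detergent screen) or 0.0001% Triton X-100 was preincubated with compounds for 15 min at room temperature. Nitrocefin was then added from an 800 uM solution, and hydrolysis was followed at 480 nm.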
Giardia FBPA inh = Giardia lamblia aldolase inhibition | purified Giardia FBPA | Potency, µM (doses to about 59.6 µM), for inactives: at the top dose activity, negative = inhibition, hits mostly inhibitors | 290,000 tested, 0.71% active; also: potency is read from the fitted curve at half-maximal effect; nearly all actives have a fitted effect of over 55% in size
Target sequence (A8B2U2 whole entry, looked up): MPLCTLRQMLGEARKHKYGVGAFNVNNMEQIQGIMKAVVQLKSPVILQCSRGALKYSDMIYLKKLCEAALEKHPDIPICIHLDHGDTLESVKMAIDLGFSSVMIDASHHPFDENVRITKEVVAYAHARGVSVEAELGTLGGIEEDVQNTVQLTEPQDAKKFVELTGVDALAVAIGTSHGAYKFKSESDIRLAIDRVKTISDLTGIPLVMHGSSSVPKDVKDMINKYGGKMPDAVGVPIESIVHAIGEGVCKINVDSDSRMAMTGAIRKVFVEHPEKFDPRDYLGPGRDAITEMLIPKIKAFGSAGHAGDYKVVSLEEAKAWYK
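Giardia FBPA (40 nM reagent) was preincubated 10 min at RT with compound (up to 57.5 uM final), then substrate plus GAPDH/TPI/NAD/arsenate coupling system with diaphorase/resazurin was added; resorufin fluorescence (525/598 nm) was read after 20 min.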
* = called active by the depositor; & = joins results of further samples; [ ] = remark or other dose. Unless noted, calls follow the shape of the dose curve; as a rule, active = well fitted curve in the direction sought with a large enough effect; inconclusive = small, poorly fitted or top-dose-only effect, or another doubt; inactive = no such curve, though single readings can be large; an effect the other way counts as inactive or inconclusive. Unless noted, % is scaled to controls: 0 for no effect and ±100 for the full control effect.

Screening COC(=O)c1ccc(/C=C2\CCn3c2nc2cc(C(=O)O)ccc2c3=O)cc1 returned AmpC inh detg -15%, Sm TGR inh -10%, AMA1 RON2 block 12%, AmpC inh no detg -17% and Giardia FBPA inh inconclusive.
Nc1nc(SCC(=O)N2CCCCC2)[nH]c(=O)c1NC(=O)c1ccccc1F was read as AmpC inh detg -15%, Sm TGR inh -4%, HCMV inh 30, AMA1 RON2 block -13% and AmpC inh no detg 0%.
`CCN1CCN(S(=O)(=O)c2ccc(Cl)c(C(=O)NC(C)(C)C)c2)CC1` gave AmpC inh detg -2%, Sm TGR inh 0%, HCMV inh -36, AMA1 RON2 block 12%, AmpC inh no detg -12% and Giardia FBPA inh 2%.
`O=C(CN(C(=O)c1csnn1)c1ccccc1)NCCc1ccccc1` gave AmpC inh detg 1%, Sm TGR inh -4%, HCMV inh 13, AMA1 RON2 block 4%, AmpC inh no detg -12% and Giardia FBPA inh 10%.
`Oc1oc(-c2cccc3ccccc23)nc1/C=N/c1nccs1` gave AmpC inh detg -8%, Sm TGR inh -5%, HCMV inh inconclusive, AMA1 RON2 block 2%[2.32 µM], AmpC inh no detg -24% and Giardia FBPA inh -2%.
`O=C1C2CC=CCC2C(=O)N1c1cccc(OS(=O)(=O)c2ccc3ccccc3c2)c1` (centres undefined) gave AmpC inh detg 3%, Sm TGR inh 6%, HCMV inh -26, AMA1 RON2 block -6%, AmpC inh no detg 18% and Giardia FBPA inh -2%.
Screening O=C(NCC1CCCO1)c1nc(Cn2ccc([N+](=O)[O-])n2)no1 (centres undefined) returned AmpC inh detg -13%, Sm TGR inh 10%, HCMV inh 10, AMA1 RON2 block -3%, AmpC inh no detg -8% and Giardia FBPA inh 10%.
Screening CC(C)C(=O)NC(=O)[C@@H]1CCCN1C(=O)/C=C/c1ccccc1 returned AmpC inh detg -10%, Sm TGR inh -10%, HCMV inh 22, AMA1 RON2 block 4%, AmpC inh no detg -8% and Giardia FBPA inh 5%.
O=c1[nH]cnc2sc3c(c12)CCC3 was read as AmpC inh detg 2%, Sm TGR inh 1%, HCMV inh -25, AMA1 RON2 block -16%, AmpC inh no detg -16% and Giardia FBPA inh -1%.
For Cc1nnc(NC(=O)CSc2nnc(CNC(=O)c3ccc(F)cc3)o2)s1 the results were AmpC inh detg 1%, Sm TGR inh 13%, HCMV inh -2, AMA1 RON2 block 99%[activator], AmpC inh no detg -6% and Giardia FBPA inh -8%.
Screening O=C1/C(=C/c2cccnc2)CC/C1=C\c1cccnc1 returned AmpC inh detg 2%, Sm TGR inh -27%, HCMV inh -99*, AMA1 RON2 block -3%, AmpC inh no detg 7% and Giardia FBPA inh 1%.
For Cc1occc1-c1nnc(SCC(=O)NC2CCCC2)n1C the results were AmpC inh detg -12%, Sm TGR inh 0%, HCMV inh 20, AMA1 RON2 block -22%, AmpC inh no detg -20% and Giardia FBPA inh 3%.
For CCN(CC)S(=O)(=O)c1ccc(-c2csc(C)n2)cc1 the results were AmpC inh detg -4%, Sm TGR inh -9%, HCMV inh -11, AMA1 RON2 block 10%, AmpC inh no detg 15% and Giardia FBPA inh 4%.
For O=C(O)CSCC(=O)N1CCCN(c2nc3ccc(Cl)cc3s2)CC1 the results were AmpC inh detg -15%, Sm TGR inh 1%, HCMV inh 14, AMA1 RON2 block 4%, AmpC inh no detg -9% and Giardia FBPA inh 1%.
Screening O=C(NCCN1CCN(C(=O)c2ccc(F)cc2)CC1)C(=O)NCc1ccccc1 returned AmpC inh detg -12%, Sm TGR inh -1%, HCMV inh 7, AMA1 RON2 block 7%, AmpC inh no detg 2% and Giardia FBPA inh 2%.
For Cc1ccc2c(=O)cc(C(=O)Nc3sc4c(c3C(=O)NCc3ccccc3)CCCC4)oc2c1C the results were AmpC inh detg 18%, Sm TGR inh 8% and HCMV inh 7.
Cn1c2cc(Br)sc2c2cnn(Cc3ccc(F)cc3F)c(=O)c21 was read as AmpC inh detg inconclusive, Sm TGR inh 0%, HCMV inh 7 and AmpC inh no detg -8%&-24%.
For O=C(c1c[nH]c2ccc(S(=O)(=O)N3CCOCC3)cc2c1=O)N1CCC2(CC1)OCCO2 the results were AmpC inh detg 4%, Sm TGR inh 3%, HCMV inh -23, AMA1 RON2 block inconclusive, AmpC inh no detg -15% and Giardia FBPA inh 3%.
Screening Cc1ccc(S(=O)(=O)[N-]c2nc3ccccc3nc2-[n+]2cc(C)cc(C)c2)cc1 returned AmpC inh detg 3%, Sm TGR inh -16%, HCMV inh -3, AMA1 RON2 block -1%, AmpC inh no detg 21% and Giardia FBPA inh 3%.
`O=c1c2ccccc2nc(SCc2ccc([N+](=O)[O-])cc2)n1-c1ccc(Cl)cc1` gave AmpC inh detg -1%, Sm TGR inh -8%, HCMV inh 61, AMA1 RON2 block -3%, AmpC inh no detg -17% and Giardia FBPA inh -1%.

Grouped by structure: the compounds so far containing an NH in an aromatic ring
Nc1nc(SCC(=O)N2CCCCC2)[nH]c(=O)c1NC(=O)c1ccccc1F was read as AmpC inh detg -15%, Sm TGR inh -4%, HCMV inh 30, AMA1 RON2 block -13% and AmpC inh no detg 0%.
O=c1[nH]cnc2sc3c(c12)CCC3 was read as AmpC inh detg 2%, Sm TGR inh 1%, HCMV inh -25, AMA1 RON2 block -16%, AmpC inh no detg -16% and Giardia FBPA inh -1%.
For O=C(c1c[nH]c2ccc(S(=O)(=O)N3CCOCC3)cc2c1=O)N1CCC2(CC1)OCCO2 the results were AmpC inh detg 4%, Sm TGR inh 3%, HCMV inh -23, AMA1 RON2 block inconclusive, AmpC inh no detg -15% and Giardia FBPA inh 3%.

More records:
`COc1ccc(C(=O)n2nc(-c3ccco3)nc2SC)cc1OC` gave AmpC inh detg inconclusive, Sm TGR inh 10µM*, HCMV inh 24, AMA1 RON2 block -15%, AmpC inh no detg -6% and Giardia FBPA inh -24%.
Screening O=C(O)c1ccc(NC(=O)N2C[C@H]3C[C@@H](C2)c2cccc(=O)n2C3)cc1 returned AmpC inh detg 1%, Sm TGR inh 5%, HCMV inh -10, AMA1 RON2 block 7%, AmpC inh no detg -8% and Giardia FBPA inh 2%&3%.
For CCOC(=O)c1c(NC(=O)c2cc(-c3cccc(Cl)c3)on2)sc(C(C)=O)c1C the results were AmpC inh detg 1%, Sm TGR inh 0% and HCMV inh 6.
COc1ccc(S(=O)(=O)N2CCCCC2)cc1NC(=O)c1ccc2ccccc2n1 was read as AmpC inh detg -14%, Sm TGR inh 0%, HCMV inh inconclusive, AMA1 RON2 block 3%, AmpC inh no detg -31% and Giardia FBPA inh -2%.
`O=C1NC[C@H](Cc2ccc(O)cc2)N(CC2CCCCC2)C1=O` gave AmpC inh detg -1%, Sm TGR inh -25%, HCMV inh -5, AMA1 RON2 block -1%, AmpC inh no detg -1% and Giardia FBPA inh 2%.
For COc1ccc(N2CCN(CC(=O)Nc3nnc(-c4ccccc4)s3)CC2)cc1 the results were AmpC inh detg -4%, Sm TGR inh -8%, HCMV inh -6, AMA1 RON2 block 73%[activator], AmpC inh no detg -7% and Giardia FBPA inh -11%.
For O=C(NCCOC(=O)C1COc2ccccc2O1)c1cccnc1 (centres undefined) the results were AmpC inh detg -22%, Sm TGR inh 0%, HCMV inh -35, AMA1 RON2 block -1%, AmpC inh no detg -8% and Giardia FBPA inh 6%.
`Cc1nnc(NCCc2ccccc2)[nH]c1=O` gave AmpC inh detg -11%, Sm TGR inh 8%, HCMV inh 24, AMA1 RON2 block -16%, AmpC inh no detg -12% and Giardia FBPA inh 2%.
CCC(=O)N1CCc2cc(S(=O)(=O)N3CCN(c4cc(C)ccc4C)CC3)ccc21 was read as AmpC inh detg inconclusive, Sm TGR inh 18%, AMA1 RON2 block 20% and AmpC inh no detg -9%.
CN1CC(=O)N(CC(=O)Nc2ccc(OCc3ccccc3)cc2)C1=O was read as HCMV inh 3, AMA1 RON2 block 6% and AmpC inh no detg -11%.
Screening COc1cccc(NC(=O)c2c(C(=O)Nc3ccccc3)sc3nc(C)cc(=O)n23)c1 returned AmpC inh detg 10%, Sm TGR inh -22% and HCMV inh -24.
`CC(=O)c1cccc(NC(=O)Cn2cc3c(n2)CCCC3)c1` gave AmpC inh detg inconclusive, Sm TGR inh -4%, HCMV inh 1, AMA1 RON2 block 5%, AmpC inh no detg -11% and Giardia FBPA inh -1%.
`Cc1oncc1-c1csc(-c2ccccc2Cl)n1` gave AmpC inh detg -2%, Sm TGR inh 1%, HCMV inh inconclusive, AMA1 RON2 block 16%, AmpC inh no detg -26% and Giardia FBPA inh 2%.
Screening COc1ccc(C(=O)NC(CC(=O)O)c2cc([N+](=O)[O-])ccc2Cl)cc1 (centres undefined) returned AmpC inh detg -2%, Sm TGR inh 1%, HCMV inh 11, AMA1 RON2 block 0%, AmpC inh no detg 3% and Giardia FBPA inh 26%.
For CCc1ccc(Nc2nnc(SCC(=O)N(C)CC(=O)Nc3ccccc3CC)s2)cc1 the results were AmpC inh detg inconclusive, Sm TGR inh -12%, HCMV inh 21, AMA1 RON2 block 7%, AmpC inh no detg 39% and Giardia FBPA inh -13%.
`COC(=O)C1CN(S(=O)(=O)c2ccc(NC(C)=O)cc2)CCS1` (centres undefined) gave AmpC inh detg -13%, Sm TGR inh -1%, HCMV inh -16, AMA1 RON2 block 3%, AmpC inh no detg -10% and Giardia FBPA inh -6%.
For Cc1cc(-c2c(C)n([O-])c(C)c(C)[n+]2=O)ccc1F the results were AmpC inh detg inconclusive, Sm TGR inh -18%, HCMV inh 14, AMA1 RON2 block -3%, AmpC inh no detg -12% and Giardia FBPA inh 1%.
Cc1nn(CC#N)c(=O)n1N(C)c1ncc(C(F)(F)F)cc1Cl was read as AmpC inh detg -12%, Sm TGR inh -3%, HCMV inh -35, AMA1 RON2 block 12%, AmpC inh no detg 3% and Giardia FBPA inh -1%.
`CCOc1cc(CNc2ncc(-c3ccc(OC)cc3)n2C)ccc1O` gave AmpC inh detg 3%, Sm TGR inh inconclusive, HCMV inh -9, AMA1 RON2 block -29%, AmpC inh no detg -42% and Giardia FBPA inh inconclusive.
Screening CCOC(=O)c1sc(NC(=O)CCC(=O)O)nc1C returned AmpC inh detg 2%, HCMV inh 9, AMA1 RON2 block 9%, AmpC inh no detg -15% and Giardia FBPA inh 2%.
Screening Cc1ccc(C)c(NC(=S)NNC(=O)c2csc(C)c2)c1 returned AmpC inh detg -11%, Sm TGR inh 6%, HCMV inh -1, AMA1 RON2 block 33%[activator], AmpC inh no detg -15% and Giardia FBPA inh -1%.
`C#CCOCCOCCOCCNc1nc(N2CCN(C(=O)[C@H](CCCCN)n3cc(CN)nn3)CC2)nc(N2CCN(C(=O)[C@H](CCCCN)n3cc(CN)nn3)CC2)n1` gave HCMV inh 2, AMA1 RON2 block 1% and AmpC inh no detg 11%.
Cc1ccc(S(=O)(=O)NCCc2csc(-c3cccc(F)c3)n2)cc1 was read as AmpC inh detg 19%, Sm TGR inh 9% and HCMV inh -24.
